# TDP1 cell noCPT = qHTS for Inhibitors of human tyrosyl-DNA phosphodiesterase 1 (TDP1): qHTS in cells in absence of CPT. DT40 Tdp1-/- hTDP1 cells, no CPT, ATP luminescence, 48 h. Potency, µM (doses to about 46.2 µM), for inactives: at the top dose activity change, negative = growth inhibition, hits mostly inhibitors. hit rate 15% among 420,000. AID 686978, 2013; note: nearly all actives have a fitted effect of over 55% in size
#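 Readout: luminescence from CellTiter-Glo after 30 min in the dark at RT. Cells: DT40 Tdp1-/- with stable hTDP1, 400/well. Exposure: compounds alone, ≥48 hr, 37 °C.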
# TDP1 inh = qHTS Assay for Inhibitors of Tyrosyl-DNA Phosphodiesterase (TDP1); AID 485290, 2010; recombinant TDP1, AlphaScreen DNA substrate cleavage; Potency, µM (highest dose often 130 µM), inactives show at the top dose activity change, negative = inhibition, most hits filed as inhibitors; hit rate 0.28% among 350,000; note: nearly all actives have a fitted effect of over 40% in size
# Target sequence (Q9NUW8 whole entry, looked up): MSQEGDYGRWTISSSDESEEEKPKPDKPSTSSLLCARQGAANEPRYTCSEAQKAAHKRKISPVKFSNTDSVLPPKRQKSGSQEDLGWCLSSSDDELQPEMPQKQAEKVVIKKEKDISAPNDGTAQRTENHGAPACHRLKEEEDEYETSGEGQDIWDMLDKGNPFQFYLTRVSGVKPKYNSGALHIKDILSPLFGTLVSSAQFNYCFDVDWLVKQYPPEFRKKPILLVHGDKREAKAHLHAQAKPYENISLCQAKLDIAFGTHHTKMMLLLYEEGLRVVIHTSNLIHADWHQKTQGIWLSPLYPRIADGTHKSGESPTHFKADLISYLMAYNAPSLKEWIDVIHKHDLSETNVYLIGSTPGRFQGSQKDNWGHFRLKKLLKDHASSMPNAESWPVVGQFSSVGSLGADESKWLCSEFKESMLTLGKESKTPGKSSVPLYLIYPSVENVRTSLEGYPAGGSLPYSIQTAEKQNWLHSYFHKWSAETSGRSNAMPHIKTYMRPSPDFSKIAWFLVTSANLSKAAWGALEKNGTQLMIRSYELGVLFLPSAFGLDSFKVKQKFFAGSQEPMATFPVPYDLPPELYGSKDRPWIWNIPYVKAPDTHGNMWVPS
#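 Here, a 5' biotin and 3' phosphotyrosine-FITC DNA oligonucleotide reports Tdp1 activity: intact substrate bridges AlphaScreen beads, while cleavage leaves a 3' phosphate and drops signal. All incubations at room temperature.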
# TDP1 cell CPT = qHTS for Inhibitors of human tyrosyl-DNA phosphodiesterase 1 (TDP1): qHTS in cells in presence of CPT. hit rate 12% among 420,000. Potency, µM (highest dose often 46.2 µM), inactives show at the top dose activity change, negative = growth inhibition, hits mostly inhibitors. chicken DT40 Tdp1-/-;hTDP1 cells + 20 nM CPT, ATP luminescence, 48 h; note: nearly all actives have a fitted effect of over 55% in size
#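 Chicken DT40 Tdp1-/- cells stably complemented with human TDP1 were seeded at 400 cells/well in medium containing 20 nM camptothecin, exposed to pin-transferred compounds, and grown at 37 °C for at least 48 hr. Viability was read as ATP luminescence.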
# * marks the source's active call; other numbers are inactive results; ? = inconclusive; . = not tested or not shown; & = joins results of further samples; [ ] = another dose, or the depositor's remark. Calls come from the whole dose curve; as a rule, active = well fitted curve in the direction sought with a large enough effect; inconclusive = small, poorly fitted or top-dose-only effect, or another doubt; inactive = no such curve, though single readings can be large; an effect the other way counts as inactive or inconclusive. % is set by controls: 0 for no effect and ±100 for the full control effect; potency is the fitted concentration of half-maximal effect.
# Sample of the layout (4 entries):
SMILES,TDP1 cell noCPT,TDP1 inh,TDP1 cell CPT
CC(C)CCN1CCN=C1N(C)C,-7%,-5%,1%
COc1ccc(-c2csc(NC(CO)c3nc4ccccc4n3CCCO)n2)cc1 (configuration not stated),?,.,?
CS(=O)(=O)N1CCC2(CCCN(c3cccc(-c4ccccc4)c3)C2)CC1,-1%,.,5%
Cc1ccc(C(=O)Nc2nc(=O)n(C(=O)C3CC3)s2)cc1,16µM*,-1%,21µM*

# Main list, repeating the preview:
SMILES,TDP1 cell noCPT,TDP1 inh,TDP1 cell CPT
CC(C)CCN1CCN=C1N(C)C,-7%,-5%,1%
COc1ccc(-c2csc(NC(CO)c3nc4ccccc4n3CCCO)n2)cc1 (configuration not stated),?,.,?
CS(=O)(=O)N1CCC2(CCCN(c3cccc(-c4ccccc4)c3)C2)CC1,-1%,.,5%
Cc1ccc(C(=O)Nc2nc(=O)n(C(=O)C3CC3)s2)cc1,16µM*,-1%,21µM*
COc1ccc(NC(=O)N(C)C[C@H]2Oc3ccc(NC(=O)NC4CCCCC4)cc3C(=O)N([C@H](C)CO)C[C@@H]2C)cc1,8%,2%,-5%
O=C(O)c1ccc(S(=O)(=O)N(Cc2cccs2)CC2CCCO2)cc1 (configuration not stated),12%,-5%,-4%
c1ccc(-c2cn(C[C@H]3CC[C@@H]([C@@H]4CC[C@H](Cn5cc(-c6ccccn6)nn5)O4)O3)nn2)nc1,-24%,.,-28%
CCc1c(N)nc(N)nc1Nc1ccccc1Cl,21µM*,.,18µM*
CC1(C)Oc2ccc3ccc(=O)oc3c2/C(=N/O)C1=O,8%,.,10%
Cc1cccc(Nc2nnc(SCC(=O)Nc3ccc(C(=O)O)cc3)s2)c1,-2%,2%,4%
CNC(=O)c1c(NC(=O)C2=COCCO2)sc(C)c1C,-8%,.,2%
Cc1ccc(CONC(=O)c2cccc([N+](=O)[O-])c2)cc1,11%,1%,-7%
O=C(CN1C(=O)CCS(=O)(=O)c2ccccc21)Nc1ccc2c(c1)OCCO2,-6%,-7%,-3%
CCC(C)N(C(=O)c1csnn1)C(C(=O)NCc1ccc(F)cc1)c1ccccc1F (configuration not stated),?,-3%,-28%
Cc1cc(C)c(C(=O)CSc2nc(C)cc(=O)[nH]2)c(C)c1,-5%,.,-9%
COc1ccc(OC)c(NC(=O)CN2CCCN(Cc3ccccc3Cl)S2(=O)=O)c1,23µM*,8%,?
CSc1nc(Sc2ccccc2Cl)c2ccccc2n1,?,?,?
O=C(Nc1ccccc1Cl)Nc1cccnc1Cl,-6%,-1%,?
COc1cc2cc(-c3ccc(OC)c(OC)c3C)nc(N)c2cc1OC,5.8µM*,.,5.2µM*
C=Cn1cc[n+](CC(=O)c2ccc(OC)c(OC)c2)c1,1%,4%,-2%
CCOC(=O)Nc1nnc(CCc2ccccc2)s1,-14%,7%,-13%
CC(C)Cn1c(=O)c2sccc2n2c(CCCC(=O)NC3CCN(Cc4ccccc4)CC3)nnc12,?,-4%,3%
Cc1ccc(N2CC(NC(=O)C(=O)c3c(C)[nH]c4ccccc34)CC2=O)cc1C (configuration not stated),-10%,.,-10%
COc1ccc(CNC(=O)c2ccc(NC(=O)N3CCSc4ccccc43)cc2)cc1,?,0%,?
O=C(CCc1ccccc1)Nc1ccnn1C1CCN(C/C=C/c2ccccc2)CC1,?,5%,?
# Further structures follow.
SMILES,TDP1 cell noCPT,TDP1 inh,TDP1 cell CPT
COc1ccc(-n2c(=O)c3c4c(sc3n(CC(=O)N3CCCCC3C)c2=O)CCC4)c(OC)c1 (configuration not stated),?,5%,?
CCN(CC(=O)NC(C)C)C(=O)C(CCSC)NC(=O)c1ccccc1OC (configuration not stated),-3%,2%,14%
COc1ccc(C)cc1NC(=O)c1nnn(CCc2ccccc2)c1N,-3%,4%,-18%
CC(=O)N(C)c1ccc(NC(=S)NC(=O)/C=C/c2ccco2)cc1,-10%,-3%,-17%
O=C(CSc1nnc(C2COc3ccccc3O2)o1)NC1CCCCC1 (configuration not stated),1%,-1%,-1%
COc1ccc(OCC(=O)OCc2cc(=O)n3nc(C4CCCCC4)sc3n2)cc1,4%,8%,2%
COc1cccc(CNC(=O)C2CCC(=O)N(CC3CCCCC3)C2)c1OC (configuration not stated),-19%,4%,-9%
O=C1C[C@@H](c2ccc(O[C@@H]3O[C@H](CO)[C@@H](O)[C@H](O)[C@H]3O)cc2)Oc2cc(O)ccc21,2%,5%,-23%
COc1ccc(NS(=O)(=O)c2ccc(-c3n[nH]c(=S)n3Cc3ccccc3)cc2)cc1,-8%,.,-18%
O=C(COc1ccc(Cl)cc1)OCc1ccc(Cl)cc1,-4%,.,1%
Cc1ccc(-c2[nH]ncc2CNCc2ccc(CN(C)C)cc2)cc1,22µM*,0%,13µM*
Cc1ccc(/C=N/NC(=O)Cn2nnc(N)n2)cc1,15%,1%,1%
CCOC(=O)CNC(c1ccccc1)c1cc(Br)ccc1NC(=O)c1ccc(Cl)cc1 (configuration not stated),6.5µM*,1%[12.3 µM],10µM*
CCCNC(=O)c1ccc(-n2c(-c3ccccc3)cc3c2CCCCC3)cc1,21µM*,5%,18µM*
CC1(C(=O)NCCN2CCOCC2)C=CCN1C(=O)c1ccccc1 (configuration not stated),4%,5%&6%,-8%
C/C(=N\NC(=O)CNC(=O)c1ccccc1Br)c1ccco1,-2%,?,16%
CCOCCCNC(=O)C1CCCN1C(=O)Nc1ccccc1[N+](=O)[O-] (configuration not stated),-1%,0%,-1%
CCC(=O)Nc1ccc(C2=Nn3c(nnc3C(C)C)SC2)cc1,-17%,.,-20%
COc1ccc(-c2[nH]ncc2CN2CCN(C(=O)c3cccs3)CC2)c(F)c1,-17%,7%,-13%
CCOC(=O)C(NC(=O)c1cccc(Cl)c1)(OCc1ccc(F)cc1)C(F)(F)F (configuration not stated),?,5%,?
CC(C)(C)NCCOCCOc1ccccc1-c1ccccc1,?,-3%,12µM*
CN1CCN(c2ccc(S(=O)(=O)N3CCOCC3)cc2NC(=O)C2CCCCC2)CC1,1%,.,0%
Cc1nn(-c2ccc(C(=O)O)cc2)c(=O)c2ccccc12,-17%,-10%,-2%
CCCC(=O)Nc1ccc2c(c1)nc1n2CCOC1,-19%,1%,0%
O=C(CN1CCN(c2cccc(Cl)c2)CC1)Nc1ccc([N+](=O)[O-])cc1C(=O)Nc1ccccc1F,23µM*,5%,?
# Additional structures:
SMILES,TDP1 cell noCPT,TDP1 inh,TDP1 cell CPT
O=c1oc2cc(Cl)ccc2n1CSc1nc2ccccc2s1,-15%,?,-11%
CC(C)CNS(=O)(=O)c1ccc2c(c1)OCCO2,3%,2%,3%
CCCOc1nc2c(c(=O)n(C)c(=O)n2C)n1CCC,-17%,6%,?
COCCCn1c(=O)c2sccc2n(Cc2cccc(C)c2)c1=O,?,.,?
O=C(Nc1ccccc1)c1cc(C2CCCN(C(=O)c3cccs3)C2)on1 (configuration not stated),-19%,.,-14%
O=S(=O)(c1cc(Cl)ccc1Cl)N1CCCC1,-21%,-5%,-4%
CCCN(CC(=O)Nc1ccccc1OC)C(=O)c1nc2nc(C)ccn2n1,6%,1%,3%
Cc1cccc2c1nc(-c1ccccc1)n1nnnc21,-3%,1%,-17%
NC(=O)N/N=C/c1cccc(OCc2ccc(F)cc2)c1,0%,0%,5%
COc1cccc(NC(=O)c2ccc3c(c2)N(CC(=O)N2CCOCC2)C(=O)C(C)(C)O3)c1,-17%,.,5%
CCN(CC)C(=O)CSc1nc(-c2ccc(C)cc2)nc2c1Cc1c(CO)cnc(C)c1O2,8.2µM*,3%,9.2µM*
COc1ccccc1N1CCN(C(=O)C(=O)c2c[nH]c3ccccc23)CC1,?,3%,-13%
Cc1ccc(S(=O)(=O)N2CCC(C(=O)OCc3ccccc3)CC2)cc1C,-12%,-10%,7%
CC(=O)c1c(C)oc2c1cc(NS(=O)(=O)c1ccc(Cl)c(C)c1)c1ccccc12,?,.,?
O=C(NCC1CCC2(CCN(Cc3ccccc3O)CC2)O1)C1CCCO1 (configuration not stated),-11%,.,-6%[9.04 µM]
Cc1ccc(CC(=O)Nc2ccc(S(=O)(=O)Nc3ncccn3)cc2)cc1,25%,.,45%[activator]
Cc1cccc(Nc2nnc(-n3nc(C)cc3C)c3ccccc23)c1,-3%,2%,-23%
Cc1cc(C)cc(Nc2c(F)c(F)c(F)c(F)c2C(=O)O)c1,-30%,1%,?
COc1ccc(CNC(=O)c2ccc(-c3cnn(C)c3)c3ccoc23)cc1OC,?,.,-73%
CCc1c(C)nc2c(C)cccc2c1SCCC#N,?,-6%,?
O=C(N/N=C/c1ccc2c(c1)OCO2)c1ccc(Cl)cc1Cl,-20%,8%,3%
COc1ccc2c(c1)c(=O)oc1c(C)c(OCC(=O)N3CCc4ccccc4C3)ccc12,-30%,-3%,-7%
COC(=O)c1[nH]c(C)c(/C(O)=C2\C(=O)C(=O)N(CCN3CCOCC3)C2c2ccccc2OC)c1C (configuration not stated),-6%,4%,-1%
C/C(CC(=O)Nc1ccc2c(c1)OCCO2)=N\NC(=O)COc1ccc(C)cc1Br,-2%,4%,-1%
S=C(NCCCn1ccnc1)Nc1cccc(Cl)c1,-12%,-1%,-3%
# The list goes on.
SMILES,TDP1 cell noCPT,TDP1 inh,TDP1 cell CPT
C#CCN1C=CC(=O)[C@@H](OC(=O)NCCC)[C@H]1c1ccccc1Br,-11%,.,-27%
Cc1cnc2ccc(F)cc2c1,?,.,-14%
COc1ccc(Cl)cc1C(=O)Nc1ccc(OCC(=O)N2CCOCC2)cc1,-21%,3%,-6%
O=C(COC(=O)CC1CC2CCC1C2)Nc1ccc(F)cc1Cl (configuration not stated),?,-15%,-15%
CCOc1cc(S(=O)(=O)n2c(C)nc3ccccc32)ccc1F,?,1%,?
CN(Cc1c(C(=O)N/N=C/c2ccc(F)cc2)nnn1-c1nonc1N)C1CCCCC1,-27%,1%,-22%
O=C(Nc1nnc(C2CC(=O)N(c3ccc(Cl)cc3)C2)s1)c1ccco1 (configuration not stated),?,-2%,-24%
O=C1c2ccccc2C(c2nnnn2-c2ccc3ccccc3c2)N1C1CC1 (configuration not stated),-30%,.,-20%
COc1ccc(CNCCC(c2ccc(OC)cc2)c2ccccc2OC)cc1 (configuration not stated),6.5µM*,.,18µM*
COc1ccc(Nc2ncnc3sc(-c4ccccc4)cc23)c(OC)c1,?,-4%,-22%
Cc1ccc(C)c(S(=O)(=O)c2c(C)cc(C)nc2Cl)c1,-1%,.,?
C[C@H](NC(=O)[C@@H]1CCC(=O)N1Cc1ccco1)c1ccccc1,-27%,.,5%
COC(=O)c1cc(NC(=O)CN2CCC(C(N)=O)(N3CCCCC3)CC2)cc(C(=O)OC)c1,-10%,2%,-15%
CCCn1nc(NC(=O)CC)c2cc3cccc(C)c3nc21,?,.,-23%
CC1CN(Cc2cc(=O)oc3cc(O)c(Cl)cc23)CC(C)O1 (configuration not stated),?,-3%,?
COC(=O)C1=C(C)Nc2nc3ccccc3n2C1c1ccccc1F (configuration not stated),?,.,?
CSc1ccc(CN(C)C(=O)c2ccc(S(=O)(=O)Nc3ccccc3)cc2)cc1,21µM*,0%[0.505 µM],18µM*
CCCOc1ccc(/C=N/Nc2ccccc2[N+](=O)[O-])c(O)c1,12µM*,8%,10µM*
CC1(C)Cc2c(sc3c2c(=N)n(Cc2ccco2)c(=O)n3Cc2ccc(F)cc2)CO1,?,8%,?
C=CC[C@@H](CC(=O)N(CCO)Cc1ccccc1)C(=O)NCCOC(=O)[C@H](CC=C)CC(=O)OC(C)(C)C,?,1%,?
CC(C)NCC(O)COc1ccc2c(c1)CCC2 (configuration not stated),-6%,-3%,6%
NC(Cc1c[nH]c2ccccc12)C(=O)Nc1ccccc1 (configuration not stated),-30%,.,-17%
CC#CCC(C)[C@H](O)/C=C/[C@@H]1[C@H]2c3cccc(CCCC(=O)O)c3O[C@H]2C[C@H]1O (some centres not stated),3%,.,3%
CCOC(=O)c1sc2nc(C)nc(NCCc3ccccn3)c2c1C,21µM*,3%,21µM*
COc1ccc(CCNC(=O)C2CCN(C(=O)c3ccc(Cl)cc3)CC2)cc1OC,8%,2%,-15%

# Looked up one by one from the entries so far (four):
SMILES,TDP1 cell noCPT,TDP1 inh,TDP1 cell CPT
CCOC(=O)c1sc2nc(C)nc(NCCc3ccccn3)c2c1C,21µM*,3%,21µM*
COc1ccc(CNCCC(c2ccc(OC)cc2)c2ccccc2OC)cc1 (configuration not stated),6.5µM*,.,18µM*
O=C(Nc1nnc(C2CC(=O)N(c3ccc(Cl)cc3)C2)s1)c1ccco1 (configuration not stated),?,-2%,-24%
CC1CN(Cc2cc(=O)oc3cc(O)c(Cl)cc23)CC(C)O1 (configuration not stated),?,-3%,?

# Source: PubChem BioAssay
